EBI2 antag: antagonists of human EBI2 receptor; P32249; inhibition, % at 5 µM; EBI2 beta-arrestin recruitment, luminescence, 7a,25-OHC stimulated; 360,000 tested, 0.81% active; in the data active = inhibition above about 38%;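 note: enzyme fragment complementation signal reports receptor beta-arrestin coupling in cells; 0% = agonist plus DMSO wells and 100% = wells without agonist; some results beyond the cut were filed as inactive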
Target sequence (P32249 whole entry, looked up, the tested form may be a part): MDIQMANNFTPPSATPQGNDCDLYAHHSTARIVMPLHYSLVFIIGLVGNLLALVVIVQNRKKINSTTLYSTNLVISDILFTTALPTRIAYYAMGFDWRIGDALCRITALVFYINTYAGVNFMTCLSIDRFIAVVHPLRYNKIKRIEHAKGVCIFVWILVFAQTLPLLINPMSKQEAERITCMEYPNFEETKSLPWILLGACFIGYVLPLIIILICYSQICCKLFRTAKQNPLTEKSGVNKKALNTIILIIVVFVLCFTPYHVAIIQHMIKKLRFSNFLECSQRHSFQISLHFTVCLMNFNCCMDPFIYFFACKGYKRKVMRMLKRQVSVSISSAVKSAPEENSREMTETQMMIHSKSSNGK
CXCR6 block: blocks human CXCR6 beta-arrestin recruitment | O00574 | 360,000 tested, 0.36% active | inhibition, % at 20 µM | CHO-K1 PathHunter CXCR6 beta-arrestin, luminescence; in the data active = inhibition above about 34%, passing the limit was not always enough;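 note: antagonist mode with CXCL16 agonist at 10 nM final; 0% = 10 nM CXCL16 with DMSO and 100% = unstimulated wells without agonist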
Target sequence (O00574 whole entry, looked up): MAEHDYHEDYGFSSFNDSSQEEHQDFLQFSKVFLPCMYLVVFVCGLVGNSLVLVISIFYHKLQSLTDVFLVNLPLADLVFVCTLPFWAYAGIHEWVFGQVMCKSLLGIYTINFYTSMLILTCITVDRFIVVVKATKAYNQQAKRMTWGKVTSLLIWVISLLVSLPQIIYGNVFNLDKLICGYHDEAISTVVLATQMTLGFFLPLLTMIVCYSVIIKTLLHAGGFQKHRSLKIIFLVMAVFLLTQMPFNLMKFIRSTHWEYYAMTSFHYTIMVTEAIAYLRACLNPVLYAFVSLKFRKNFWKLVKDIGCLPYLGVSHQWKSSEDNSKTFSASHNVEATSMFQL
APJ agonist: activates the human apelin receptor APJ. P35414. CHO-K1 APJ PathHunter beta-arrestin, luminescence; 0% DMSO wells, 100% apelin. activation, % at 20 µM. 330,000 tested, 0.11% active. AID 2520;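 active = activation more than six SD over the plate average, tested at 20 µM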;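 note: 0% = DMSO alone and 100% = apelin-13 at 10 nM; some results filed as inactive read as strong as hits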
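Assay system – PathHunter CHO-K1 APJ (AGTRL-1) beta-arrestin reporter cells · Compound – one dose, 20 µM compound, 1% DMSO · Timing – compound 90 min 25 °C, reagent 1 h · Measured by – luminescence from split beta-galactosidase complementation, Galacton Star/Emerald II substrate · Measure – beta-arrestin recruitment to APJ as agonist activity, luminescent signal · Benchmarks – DMSO vs Apelin-13 10 nM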
CCR6 antagonist: blocks CCL20-driven beta-arrestin recruitment at human CCR6 | CHO-K1 CCR6 PathHunter beta-arrestin, luminescence, CCL20-stimulated | 340,000 tested, 0.49% active | AID 493098 | inhibition, % at 20 µM | P51684;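 active = compounds whose inhibition of the agonist-driven luminescence signal at 20 µM reaches about 50%, limit read from the data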;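 note: cells stimulated with CCL20 at 14 nM final; plate controls were DMSO with CCL20 for no effect and DMSO without agonist for full effect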
Target sequence (P51684 whole entry, looked up): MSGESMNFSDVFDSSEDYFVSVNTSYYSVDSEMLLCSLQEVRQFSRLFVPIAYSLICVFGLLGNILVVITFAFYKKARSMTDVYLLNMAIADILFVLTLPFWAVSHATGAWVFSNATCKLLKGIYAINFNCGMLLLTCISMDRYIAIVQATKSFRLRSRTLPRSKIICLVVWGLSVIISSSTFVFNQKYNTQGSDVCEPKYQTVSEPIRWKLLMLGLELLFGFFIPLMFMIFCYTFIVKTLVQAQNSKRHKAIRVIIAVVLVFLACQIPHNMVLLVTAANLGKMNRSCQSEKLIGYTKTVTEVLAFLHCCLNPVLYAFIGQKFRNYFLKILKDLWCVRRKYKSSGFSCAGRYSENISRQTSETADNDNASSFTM
XBP1 UPR activ: activators of adaptive arm of unfolded protein response (XBP1) | 330,000 tested, 0.33% active | AID 463104 | CHO-XBP1 luciferase reporter, IRE1-XBP1 UPR activation, luminescence; percent of tunicamycin response, DMSO as zero | activation, % at 20 µM;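 active = versus positive control, 20 µM dose yields 30% or more activation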;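 note: 100% = tunicamycin at 10 µg/mL and 0% = DMSO only wells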
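Material: IRE1-XBP1 luciferase reporter CHO line / Quantity: one thousand reporter cells per well / Buffer or medium: F12 with 10% serum / Compound: 20 µM single concentration, DMSO 1% / Times: 6 h treatment, 37 °C / Detection: Steady-Glo luciferase glow luminescence, 10 min after reagent addition / Benchmarks: tunicamycin high, DMSO low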
Mdm2-MdmX inh: inhibitors of human Mdm2/MdmX interaction; O15151+Q00987; SaOS-2 split-luciferase Mdm2/MdmX complementation, luminescence; inhibition, % at 8 µM; 330,000 tested, 3% active; AID 485346;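 active = inhibition of at least 50% at 8 µM in the primary screen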
APJ antag: APJ receptor antagonism | P35414 | CHO-K1 APJ beta-arrestin complementation, luminescence | inhibition, % at 20 µM | 330,000 tested, 0.32% active;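 active = inhibition above about 40% at 20 µM, limit read from the data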;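 note: cells challenged with 10 nM apelin-13 agonist together with compound; plate controls were apelin-13 plus DMSO wells for no effect and DMSO wells lacking apelin-13 for full effect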
CHOP UPR activ: activators of apoptotic arm of unfolded protein response (CHOP). CHO-CHOP luciferase reporter, UPR activation, luminescence; percent of tunicamycin response over DMSO baseline. activation, % at 10 µM. 330,000 tested, 0.34% active. AID 449763;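 active = at 10 µM dose, activation of 40% or more, normalized to positive control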;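 note: 100% = tunicamycin at 10 µg/mL and 0% = DMSO alone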
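Test system: CHO CHOP reporter cells. Input: 500 CHO-CHOP cells per well. Medium: F12 with 10% FBS. Technique: luciferase luminescence. Measure: percent activation relative to tunicamycin control. Dosing: 10 µM compound, 0.5% DMSO. Timing: 16-18 h cell attachment, then 6 h compound exposure, 37 °C.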
tim23-1 inh: inhibits growth of tim23-1 mutant yeast; S. cerevisiae tim23-1 growth, BacTiter-Glo luminescence, 24 h; 330,000 tested, 1.3% active; inhibition, % at 20 µM; AID 463212;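 active = growth inhibition of the mutant yeast at or above 50%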;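 note: temperature-sensitive mutant grown at 25 °C; plate controls were DMSO-treated mutant yeast for no effect and medium wells lacking yeast for full effect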
* marks the source's active call; other numbers are inactive results.

SMILES	EBI2 antag	CXCR6 block	APJ agonist	CCR6 antagonist	XBP1 UPR activ	Mdm2-MdmX inh	APJ antag	CHOP UPR activ	tim23-1 inh
CN(C)C(CNC(=O)CCS(=O)(=O)c1ccccc1)c1ccccc1 (configuration not stated)	-23	10	-4	3	-1	-5	-11	1.6	-3
COc1ccc(NC2CC(=O)NC2=O)cc1 (configuration not stated)	5	0	-1	2	-1	5	11	-1.2	2
O=C(CSc1ccccc1C(=O)NCc1ccccc1)NC1CCCCCCC1	4	8	-3	4	-2	25	1	-0.8	18
O=C(Nc1ccc2oc(-c3ccccc3)nc2c1)c1ccccc1F	1	0	5	15	3	-101	18	4.8	26
Cc1nc(N)nc(N/N=C/c2ccccc2)n1	-10	0	0	-6	0	-4	-3	1.4	0
CCOC(=O)N1CCc2c(sc3ncn(C)c(=O)c23)C1	-2	0	-1	6	0	-26	0	1.4	-6
Cc1ccc(-c2oc3ncnc(N)c3c2-c2ccc(C)cc2)cc1	-9	6	0	0	0	4	-14	0.2	13
Cc1ccc(S(=O)(=O)N(CC(=O)N2CCC(C(N)=O)CC2)Cc2ccc(F)cc2)cc1	4	6	-3	1	-2	-5	-11	1.2	13
Cc1ccc(C(=O)OCn2ncc(Cl)c(Cl)c2=O)cc1	21	34	-1	29	-7	90*	8	-11	79*
CC(C)(C)C(=O)CNCC(=O)C(C)(C)C	-1	-6	-3	7	2	4	-6	-1.8	9
CC(C)c1ccc(/C=N/N2CCCCC2)cc1	3	-1	-3	20	-2	14	-5	1.9	3
O=C1c2ccccc2C(=O)N1COc1ccc(S(=O)(=O)N2CCOCC2)cc1[N+](=O)[O-]	-2	5	-1	16	-5	-3	16	2.4	17
COc1ccc(C2CC(c3cccc(OC)c3OC)n3nnnc3N2)cc1 (configuration not stated)	6	-5	1	4	-7	27	6	-0.1	10
CCN(CC)C(=O)C(=O)c1cc(C)n(-c2ccc(F)cc2)c1C	-5	6	-3	-13	-4	14	-3	-2.1	5
CCCN(CCC)C(=O)Cc1ccc(F)cc1	3	0	2	6	1	0	8	1.1	12
COC(=O)c1cc(S(=O)(=O)NCC2CCN(Cc3cc(C)ccc3C)CC2)c[nH]1	6	2	-6	10	-4	19	-3	0.7	-15
CCCCNC(=O)n1c(SC)nc2ccccc21	-7	1	-1	4	-3	4	-6	0.6	22
CCOc1ccc(C)cc1S(=O)(=O)n1ccc(C)n1	-4	-4	-2	-34	0	-29	-25	-0.8	2
COc1ccc(-c2nc(CS(=O)CC(=O)NC3CCCCCC3)c(C)o2)cc1 (configuration not stated)	-7	0	0	3	1	3	20	-1.4	22
O=C(CN1C(=O)NC2(CCCCC2)C1=O)Nc1cccc(S(=O)(=O)N2CCOCC2)c1	-7	-1	-2	4	-1	-10	-1	0.9	8
Cc1cc(C)c(NC(=O)Nc2ccccc2)c(Cl)c1	-8	-3	-2	-10	-3	-16	-8	1.7	9
c1ccc(C2C3=C(Nc4ncnn42)c2ccccc2CCC3)cc1 (configuration not stated)	-7	4	-1	2	0	-30	10	0.4	10
COc1ccccc1CNS(=O)(=O)c1ccc2c(c1)CCCN2C(C)=O	-3	-4	1	-2	-3	14	12	-1.1	9
O=C(NC(=S)Nc1cnc2ccccc2c1)c1ccccc1	3	20	-6	49	3	-145	25	4.4	53*
O=C(c1cccnc1)N1CCN(S(=O)(=O)c2cccc(Cl)c2)CC1	4	3	-3	3	-3	6	18	0.4	-6

By substructure: the entries above with a Cl atom.
SMILES	EBI2 antag	CXCR6 block	APJ agonist	CCR6 antagonist	XBP1 UPR activ	Mdm2-MdmX inh	APJ antag	CHOP UPR activ	tim23-1 inh
Cc1ccc(C(=O)OCn2ncc(Cl)c(Cl)c2=O)cc1	21	34	-1	29	-7	90*	8	-11	79*
Cc1cc(C)c(NC(=O)Nc2ccccc2)c(Cl)c1	-8	-3	-2	-10	-3	-16	-8	1.7	9
O=C(c1cccnc1)N1CCN(S(=O)(=O)c2cccc(Cl)c2)CC1	4	3	-3	3	-3	6	18	0.4	-6

Additional results
SMILES	EBI2 antag	CXCR6 block	APJ agonist	CCR6 antagonist	XBP1 UPR activ	Mdm2-MdmX inh	APJ antag	CHOP UPR activ	tim23-1 inh
CCOC(=O)c1cc(-c2ccc3c(c2)OCCO3)nc2c1c(C)nn2CCC#N	26	5	-2	13	10	41	4	-0.6	31
CCOC(=O)C1CCN(S(=O)(=O)c2c(C)[nH]c(C)c2C(=O)N2CCCCC2)CC1	-2	-6	-2	9	-4	10	18	2.8	-4
CC(C)N1CCN(Cc2nc3c(s2)CCCC3)CC1CCO (configuration not stated)	1	1	-3	1	-1	18	11	-1.7	15
COc1ccc(-c2noc(CCCC(=O)O)n2)cc1	4	5	-1	-9	-5	-10	19	-6.6	0
Cc1cccc(NS(=O)(=O)c2nnc(NC(=O)c3ccccc3F)s2)c1	0	1	3	0	-7	-30	6	2.4	12
Clc1ccc(-c2nnc(SCc3cn4ccsc4n3)n2CC2CCCO2)cc1 (configuration not stated)	7	0	4	9	-1	28	12	-0.7	14
COCCNc1oc(/C=C/c2ccccc2)nc1C#N	11	0	1	1	0	-25	-4	6.2	17
COc1ccc(CNC(=O)CN(Cc2cccs2)C(=O)CCC(=O)Nc2ccccn2)cc1	0	3	-4	-20	1	-28	12	-1.2	8
Cc1cc(SCC(=O)N2CCC(c3noc4ccc(F)cc34)CC2)nc2ccccc12	10	-9	-3	19	1	17	-16	1.1	19
CCN(CC)CCn1c(NCc2cccc(OC)c2)nc2ccccc21	0	-3	-4	7	1	7	15	-1.5	15
O=C(C1=C(O)C(=O)N(CCN2CCOCC2)C1c1cccc(F)c1)c1cc2ccccc2o1 (configuration not stated)	11	8	-3	-1	-1	12	8	1.4	0
CCC(C(=O)OC)(C(=O)OC)c1ccc([N+](=O)[O-])cc1	0	5	0	6	1	27	-8	-0.5	10
Cc1nnc(SCC(=O)Nc2ncc(S(=O)(=O)c3ccc([N+](=O)[O-])cc3)s2)s1	-2	1	5	13	1	15	-39	0.3	-10
O=C(Nc1ccc(OCc2ccccc2Cl)cc1)c1cccnc1	24	-3	-1	5	-11	24	4	-8.6	17
Cc1ccc(NCc2nnc(SCC(=O)N3c4ccccc4Sc4ccccc43)o2)c(C)c1	22	4	7	16	-1	12	11	0.0	29
Cc1ccc2[nH]c(=O)c(CN(CCO)C(=O)N(C)C)cc2c1	-5	2	7	-13	0	2	1	-2.6	26
Clc1ccc(-n2cc(COCc3ccccc3)nn2)cc1	3	-7	-1	1	-3	-130	14	0.3	5
O=C(N/N=C/C=C\c1cccc([N+](=O)[O-])c1)c1ccccn1	-11	-1	5	7	7	11	-9	1.7	-7
COc1cccc2cc(-c3cc(=O)oc4cc(C)c(OCC(C)=O)cc34)oc12	2	3	-1	16	-2	55*	6	-1.8	3
CCOc1ccccc1-c1nc(CN2CCC(C(=O)N3CCOCC3)CC2)c(C)o1	-11	12	10	3	0	-9	5	2.1	20
O=S(=O)(NCCN1CCOCC1)c1ccc(Cl)s1	6	-12	-2	-6	-1	-8	11	-0.4	1
CCS(=O)(=O)N1CCC(C(=O)NCc2ccco2)CC1	-20	-8	-2	1	-3	16	14	-2.4	17
COc1cccc(Cn2nnc(C(=O)NCCc3ccc(Cl)cc3)c2N)c1	-3	-11	-2	9	-4	21	-18	-0.9	1
Cc1ccc2[nH]c(CNC(=O)c3ccc(F)cc3)cc2c1	-1	-2	-1	-7	-5	-6	4	0.4	4
Cc1csc2ncc(C(=O)Nc3ccc4c(c3)OCCO4)c(=O)n12	4	-2	-4	12	1	-41	9	2.1	-7

An excerpt from above, reduced to APJ agonist:
mol	APJ agonist
O=C(Nc1ccc(OCc2ccccc2Cl)cc1)c1cccnc1	-1
Cc1ccc(NCc2nnc(SCC(=O)N3c4ccccc4Sc4ccccc43)o2)c(C)c1	7
Cc1ccc2[nH]c(=O)c(CN(CCO)C(=O)N(C)C)cc2c1	7
Clc1ccc(-n2cc(COCc3ccccc3)nn2)cc1	-1
O=C(N/N=C/C=C\c1cccc([N+](=O)[O-])c1)c1ccccn1	5
COc1cccc2cc(-c3cc(=O)oc4cc(C)c(OCC(C)=O)cc34)oc12	-1

(list continues)
SMILES	EBI2 antag	CXCR6 block	APJ agonist	CCR6 antagonist	XBP1 UPR activ	Mdm2-MdmX inh	APJ antag	CHOP UPR activ	tim23-1 inh
CC(=O)Oc1ccc(-c2nc(-c3cccnc3)no2)cc1	3	2	-2	-18	2	-123	-6	2.5	42
Fc1cc(Br)cc(F)c1NC(=S)N1CCOCC1	2	8	-2	0	-1	11	25	-0.1	17
COCCn1c(=N)c(C(=O)NCCc2ccccc2)cc2c(=O)n3cccc(C)c3nc21	9	13	-6	5	-4	9	15	-2.4	13
O=C(CCS(=O)(=O)c1ccc(Br)cc1)N1CCN(c2ccc(F)cc2)CC1	2	-2	-5	8	-3	10	-6	-0.9	21
Cc1nn(Cc2ccc(C(=O)Nc3ccccc3F)cc2)c(C)c1Cl	0	-2	-3	10	-1	-4	-5	-1.0	11
O=C(Cc1cc(=O)[nH][nH]1)N/N=C/c1ccccc1[N+](=O)[O-]	-7	4	-4	-4	-1	-2	11	1.6	11
O=C(Nn1cnc2ccccc2c1=O)c1ccccc1Cl	-7	0	0	-12	-4	10	4	0.0	-17
COc1ccc(C(=O)NN2C(=O)C3C4C=CC(O4)C3C2=O)cc1 (configuration not stated)	2	-10	-4	-18	-3	17	-6	-0.3	4
COc1ccc(-c2oc(=O)c3cc(OC)c(OC)cc3c2/C=C/c2ccc([N+](=O)[O-])cc2)cc1	5	0	-2	-7	0	-10	-6	0.9	23
CC(C)c1nc2c(c(=O)c3ccccc3n2C)c(=O)n1CCc1ccccc1	2	7	-6	-7	2	-4	11	0.7	59*
CCC(C)[C@H](NC(=O)Nc1ccc(Oc2ccccc2)cc1)C(=O)O (some centres not stated)	-8	-8	-1	17	-1	14	8	-1.2	22

Compound profiles, as listed above. Order of values: EBI2 antag | CXCR6 block | APJ agonist | CCR6 antagonist | XBP1 UPR activ | Mdm2-MdmX inh | APJ antag | CHOP UPR activ | tim23-1 inh
CC(C)c1ccc(/C=N/N2CCCCC2)cc1 in the list: 3 | -1 | -3 | 20 | -2 | 14 | -5 | 1.9 | 3
c1ccc(C2C3=C(Nc4ncnn42)c2ccccc2CCC3)cc1 (configuration not stated) in the list: -7 | 4 | -1 | 2 | 0 | -30 | 10 | 0.4 | 10

Bioassay records as filed in PubChem.

Only part of the results is shown; the hit share may differ from the screen's.
